# NPYLR7 agonist: mosquito NPYLR7 agonism; HEK293T NPYLR7/Galpha15, GCaMP6s calcium fluorescence; activation, % at 10 µM; actives 0.15% (n = 270,000); AID 1259423; in the data active = activation above about 40%;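 also: 0% = vehicle and 100% = reference agonist at the receptor; some compounds past the cut are filed as inactive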
# hcGAS inh: blocks human cGAS activity. actives 0.081% (n = 290,000). inhibition, % at 12.5 µM. recombinant h-cGAS, ATP depletion, Kinase-Glo luminescence. Q8N884;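 also: 0% = vehicle reaction and 100% = reaction without DNA for no activity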
# Target sequence (Q8N884 whole entry, looked up): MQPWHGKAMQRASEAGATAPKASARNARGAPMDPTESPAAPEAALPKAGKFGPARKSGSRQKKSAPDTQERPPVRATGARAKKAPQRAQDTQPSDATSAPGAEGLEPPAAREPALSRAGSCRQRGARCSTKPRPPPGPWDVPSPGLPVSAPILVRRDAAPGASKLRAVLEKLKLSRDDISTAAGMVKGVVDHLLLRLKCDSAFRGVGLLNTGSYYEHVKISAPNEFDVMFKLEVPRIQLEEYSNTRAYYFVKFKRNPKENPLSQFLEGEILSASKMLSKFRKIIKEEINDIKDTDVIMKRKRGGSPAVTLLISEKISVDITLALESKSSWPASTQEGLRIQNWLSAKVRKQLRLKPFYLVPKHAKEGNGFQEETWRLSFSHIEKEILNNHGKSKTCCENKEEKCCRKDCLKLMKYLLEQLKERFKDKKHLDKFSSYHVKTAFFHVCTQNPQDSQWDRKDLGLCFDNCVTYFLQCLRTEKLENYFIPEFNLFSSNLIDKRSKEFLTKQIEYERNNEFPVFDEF
# mcGAS inh: inhibitors of mouse cGAS | inhibition, % at 12.5 µM | actives 0.15% (n = 160,000) | recombinant cGAS, Kinase-Glo ATP depletion luminescence;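 also: 0% = negative control wells and 100% = reference inhibitor with no enzyme activity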
# * marks the source's active call; other numbers are inactive results; . = no result given; & = joins results of further samples. Rule as the data show it, unless noted: active = inhibition above about 40%; inactive = the rest.
SMILES,NPYLR7 agonist,hcGAS inh,mcGAS inh
CCOC(=O)[C@H](CCc1ccccc1)N[C@@H](C)C(=O)N1[C@H](C(=O)O)C[C@@H]2CCC[C@@H]21,0&-12&7,-7&-2&4,3
COc1ccc2c(c1)SC1=NS(=O)(=O)CCN12,0&9,-5&-3,-3
CCn1cc(C(=O)Nc2cc(C)ccn2)c2nn(-c3ccccc3)c(=O)c-2c1,-1,-7,-1
Cc1cc(C(=O)N2CCC(Cc3ccccc3)CC2)nc2cc(-c3ccccc3)nn12,19,-2,-6
CCC1CN(S(=O)(=O)C2CS(=O)(=O)c3ccccc32)CCO1 (stereo not drawn),0,6,.
COc1ccc(S(=O)(=O)n2ccnc2C)c2ccccc12,-8,-8,-14
O=C(NCCC1CCCO1)c1cc(Cl)ccc1F (stereo not drawn),-1,-17,.
Clc1ccc(Oc2ccnc3cc(Cl)ccc23)cc1,-6,6,.
Cc1nc2scc(C)n2c(=O)c1NC(=O)CC1CCCCC1,13,-8,-9
CCc1nc2ccc(C(=O)NCCc3c[nH]c4ccccc34)cn2c1N(C)C(=O)COc1ccccc1,-5,-8,-2
CSc1nc2nc(C)c(CCC(=O)N(C)Cc3cccc(Cl)c3Cl)c(C)n2n1,2,-3,-7
O=C(NCCc1ccco1)C1CC(Cc2ccc(F)cc2)=NO1 (stereo not drawn),12,6,-2
Cc1cccc(-n2c(C(C)N(C)C(=O)C(Cl)c3ccccc3)nc3ccccc3c2=O)c1 (stereo not drawn),9,-2,-3
Cc1ncc(CN(C)Cc2nnc(-c3cccc(Cl)c3)o2)s1,1,-14,.
CCCc1ccc(CN2CCOCC(CN(C)C)C2)o1 (stereo not drawn),5,-6,-11
O=S(=O)(c1ccc(Cl)cc1)n1cnc2ccccc21,24,-4,-8
CCOc1ccc(-c2ccc(OCCNC(=O)Cc3cccs3)nn2)cc1,0,-6,-5
FC(F)(F)c1cccc(N2CCN(C3CCCN(Cc4cnc[nH]4)C3)CC2)c1 (stereo not drawn),-1,-10,.
Cc1ccccc1CCNC(=O)Cn1c(-c2cccs2)n[nH]c1=S,0,-8,.
Cc1cc(C(F)(F)F)nc(CCn2ccnc2-c2ccc(CO)o2)n1,5,-4,-11
Cc1ccc(N2C(=O)c3ccc4c5c(ccc(c35)C2=O)C(=O)N(c2ccc(C)cc2C)C4=O)c(C)c1,-13,1,-4
COc1cccc(C(C)NCc2cnc(SC)nc2N(C)C2CCCCC2)c1 (stereo not drawn),-3,-3,0
Cc1nn(C(C)(C)C)c(OC(=O)c2ccc(F)cc2)c1S(=O)(=O)c1ccccc1,2,-4,-7
CC(C)CC(CO)NC(=O)Nc1cccs1 (stereo not drawn),-1,-3,.
CCOC(=O)CCCC(=O)N1CCc2cc(OC)c(OC)cc2C1c1cccc(C(F)(F)F)c1 (stereo not drawn),9,-1,-2
COc1ccc(NC(=O)N2c3cc(C)c(C)cc3C(C)=CC2(C)C)cc1OC,2,-6,.
CN(C)c1cc(N(C)Cc2cc(C(C)(C)C)n[nH]2)ncn1,2,0,.
Cn1cc(C(CC(=O)N2CCN(Cc3ccc4c(c3)OCO4)CC2)c2cccc(C(F)(F)F)c2)c2ccccc21 (stereo not drawn),20,-7,-4
COc1nc2ccccc2cc1-c1c(-c2ccccc2)ncn1CCc1cnc[nH]1,-13,1,2
O=c1[nH]nc(C(O)c2ccccc2)n1Cc1cccs1 (stereo not drawn),11,-6,.
COc1cc2c(cc1OC)C1CN(C(=O)Nc3ccc(C)c(F)c3)CC(=O)N1CC2 (stereo not drawn),26,-10,-6
O=C(NCCc1ccccn1)c1coc(CN(Cc2ccccc2)Cc2ccco2)n1,7,3,-5
CN(CC(=O)Nc1ccccc1)C(=O)C1CC2CCCC(C1)C2=O (stereo not drawn),3,-5,.
COc1ccc(N(C)S(=O)(=O)c2ccc(OC)c(N3CCN(C(=O)C(OC(C)=O)c4ccccc4)CC3)c2)cc1 (stereo not drawn),18,2,-7
N#CC1(NS(=O)(=O)c2ccc(S(=O)(=O)N3CCCC3)cc2)CCCCC1,11,-5,-9
Cc1cc(N(CCO)CCO)ccc1N=Nc1cc(F)ccc1F,2,-10,.
CCNC(=O)C1(C)CCN1CCC(=O)c1ccc(Br)cc1 (stereo not drawn),3,-10,.
COc1ccc(C(CC(=O)N2CCN(c3ccncc3)CC2)c2ccccc2)cc1 (stereo not drawn),3,-7,.
COc1cccc(C(CN2CCN(C(=O)Nc3cc(OC)c(OC)c(OC)c3)CC2)OCc2cccc(Cl)c2)c1 (stereo not drawn),.,-10,-6
O=C(COc1ccc2ccccc2c1)N=Nc1c(O)[nH]c2ccc(F)cc12,-13,-4,1
Cc1ccc(C(=O)N2CCC3(CC2)C(=O)N(CC(=O)NCc2ccc(F)cc2)CN3c2ccccc2)cc1[N+](=O)[O-],20,-10,-5
O=[N+]([O-])c1cc2c(cc1C=NNS(=O)(=O)c1ccc(Br)cc1)OCO2,-17,-7,.
COc1ccc(OC)c(Nc2nn3c(=O)c4cc5c(cc4nc3s2)OCO5)c1,4,2,.
COC(=O)N(C)c1ccc(NC(C)c2ccccc2F)cc1 (stereo not drawn),9,-14,.
Cc1cnccc1N1CCCN(C2CCN(C(=O)c3ccccc3)CC2)CC1,2,-7,.
CC(CC(=O)N(CC(=O)Nc1cc(-c2ccccc2)nn1-c1ccccc1)Cc1ccco1)CC(C)(C)C (stereo not drawn),11,-1,.
CCCc1nc(C(=O)N2CC[C@@](C)(O)[C@@H](CC)C2)cs1,0,-4,.
CCOc1ccc(SCc2c(C)noc2C)cc1,1,-6,.
O=C(C1CCCC1)N(c1ccccc1)C1C=CS(=O)(=O)C1 (stereo not drawn),5,-4,-3
CCCCOc1ccc(C(=O)Oc2coc(CSc3nc(C)cc(C)n3)cc2=O)cc1,-6,-6,-8
O=S(=O)(Nc1ccc(Br)cc1Cl)c1ccc(F)cc1,22,-3,-7
CCOC(=O)c1nn(-c2ccccc2C)c(=O)cc1NC(=O)c1ccc(Br)o1,.,-1,-5
Fc1ccccc1N1CCN(Cn2nc(-c3ccncc3)oc2=S)CC1,-5,-3,.
COc1ccc(N(C)S(=O)(=O)c2ccc(OC)c(N3CCN(C(=O)COc4cccc(Cl)c4)CC3)c2)cc1,7,-11,-6
CC1CCC(=NN(c2ccccc2)c2ccccc2)CC1 (stereo not drawn),8,-6,.
Cc1c(C(=O)NCc2cccc(C(F)(F)F)c2)sc(=O)n1Cc1ccccc1F,3,-7,.
COc1c[nH]c(C(=O)Nc2cccc(SC)c2)cc1=O,-5,-11,.
CN(C1(C)CCS(=O)(=O)C1)S(=O)(=O)c1ccc(C(C)(C)C)cc1 (stereo not drawn),-1,-1,.
C/C(=N/Nc1nc(N2CCCCC2)nc(N2CCCCC2)n1)c1ccc(NS(C)(=O)=O)cc1,-6,2,2
O=C(NCc1ccc2ccccc2c1-c1ccccc1)C1(c2ccccc2)CCCCC1,-7,-2,.

# Next part; the last five above are carried over.
SMILES,NPYLR7 agonist,hcGAS inh,mcGAS inh
Cc1c(C(=O)NCc2cccc(C(F)(F)F)c2)sc(=O)n1Cc1ccccc1F,3,-7,.
COc1c[nH]c(C(=O)Nc2cccc(SC)c2)cc1=O,-5,-11,.
CN(C1(C)CCS(=O)(=O)C1)S(=O)(=O)c1ccc(C(C)(C)C)cc1 (stereo not drawn),-1,-1,.
C/C(=N/Nc1nc(N2CCCCC2)nc(N2CCCCC2)n1)c1ccc(NS(C)(=O)=O)cc1,-6,2,2
O=C(NCc1ccc2ccccc2c1-c1ccccc1)C1(c2ccccc2)CCCCC1,-7,-2,.
Cc1cc(C)n(-c2ccc(C(=O)Nc3cccc(Cl)c3)cc2)n1,-8,-7,-5
Cc1ccccc1CN(Cc1ccc(F)cc1)CC(O)COc1ccccc1C (stereo not drawn),22,-4,-4
COc1ccc(CCC(=O)N2C[C@H](N)C[C@H]2C(=O)NC(C)C)cc1OC,8,-5,-12
COCCN(CCC(=O)NC1CC1)c1nc(C2CC2)nc2ccccc12,-3,-5,-7
COCCCN1CCC(CNC2CCSCC2)C1 (stereo not drawn),12,-6,.
Cc1cccc(C(=O)NCc2cccnc2N2CCOCC2)n1,7,-18,.
Nc1cnc(-c2csc3ccccc23)cn1,20,-8,.
O=C(CN1CCN(CCOc2cccc(Br)c2)CC1)N1CCCCC1,3,-11,.
Oc1cc2c(cc1-n1cnnc1)CCCC2,.,3,1
CN1CCN(n2c3c(c(SCC(=O)Nc4ccc(OC(F)(F)F)cc4)nc2=O)CCCC3)CC1,-2,-10,-8
COc1ccc(SC(C)C(=O)NS(=O)(=O)c2c(C)noc2C)cc1 (stereo not drawn),-2,-5,-10
O=C(CSc1nnc(N2CCCC2)s1)Nc1ccc(Cl)cn1,3,-7,.
COc1cccc(COC(CN2CCN(S(=O)(=O)c3cc(C)ccc3F)CC2)c2ccc(Cl)cc2)c1 (stereo not drawn),-8,1,1
CCCCN(C)c1nc(C)nc2c1sc1nc3c(cc12)COC(C)(C)C3,6,-9,.
O=C(NCc1nc(-c2cccc(F)c2)c(-c2ccccn2)[nH]1)C1COCCO1 (stereo not drawn),.,-7,-12
CN(CCN1CCCCCC1)C(=O)c1c(O)cccc1O,-4,-5,-14
Cc1csc2[n+]1-c1ccccc1N(C(=O)Nc1ccccc1)CC2,0,1,.
CCC(C)NCc1ccccc1-c1ccc(S(C)(=O)=O)cc1 (stereo not drawn),4,1,-8
Cc1ccc(C2CSCCN2C(=O)C2CC2(Cl)Cl)o1 (stereo not drawn),2,7,.
Cc1ccccc1NS(=O)(=O)c1c[nH]c(=O)[nH]c1=O,-11,2,-3
Nc1ccc2oc(-c3cccnc3)nc2c1,2&3,-8&-3,-3
CCN1C(=O)NC(c2ccsc2)C2=C1CN(CC(=O)N1CCN(c3ccccc3OC)CC1)C2=O (stereo not drawn),1,-8,-4
N#Cc1ccc(CN2CCCc3ccccc32)cc1,-3,3,1
Cn1cc(CN(C(=O)c2ccccc2N2CCOCC2)C2CC2)cn1,-1,-8,.
Cc1cc(-n2cccn2)ccc1-c1nccn1CCc1cnc[nH]1,2,-9,.
O=c1oc2ccc(Br)cc2cc1-c1csc(Nc2cccc(F)c2)n1,2,-5,.
CCOC(=O)N1CCN(C(=O)CCc2csc(NC(=O)c3ccc[nH]c3=O)n2)CC1,-8,-11,-13
CN(C)CCCn1ccnc1-c1c(F)cccc1F,9,2,1
O=C(CN1CCC2(CC1)OCCCC2O)N1CCOCC1 (stereo not drawn),.,-7,-6
CCCCC1(C)OC(=O)C(=Cc2ccc(OCc3ccc4c(c3)OCO4)c(OC)c2)C(=O)O1 (stereo not drawn),11,-15,.

# Shown with two lines to a compound: part of the list above
# Value order – NPYLR7 agonist	hcGAS inh	mcGAS inh
> O=C(CN1CCC2(CC1)OCCCC2O)N1CCOCC1 (stereo not drawn)
→ .	-7	-6
> N#Cc1ccc(CN2CCCc3ccccc32)cc1
→ -3	3	1
> Cc1ccc(C2CSCCN2C(=O)C2CC2(Cl)Cl)o1 (stereo not drawn)
→ 2	7	.
> Nc1ccc2oc(-c3cccnc3)nc2c1
→ 2&3	-8&-3	-3
> Cc1cc(-n2cccn2)ccc1-c1nccn1CCc1cnc[nH]1
→ 2	-9	.
> CN(C)CCCn1ccnc1-c1c(F)cccc1F
→ 9	2	1

# (listing goes on)
SMILES,NPYLR7 agonist,hcGAS inh,mcGAS inh
CCCCCCCC(=O)N1CCN(c2nc(Cc3ccccc3)nc3c2cnn3-c2ccccc2)CC1,9,-5,-5
CCCCCCc1ccc(C(=O)N2CCCN(c3nc(Cc4ccc(Cl)cc4)ns3)CC2)cc1,-11,-11,-6
C=CCn1ccnc1C(O)(c1c[nH]c2ccccc12)C(F)(F)F (stereo not drawn),21,0,.
CCCCN(Cc1cccn1Cc1ccc(Br)cc1)C(=O)CN(CCCC)S(=O)(=O)c1ccc(NC(C)=O)cc1,-2,7,2
CC(C1CC1)N(C)C(=O)C1Cc2ccccc2S1 (stereo not drawn),5,-7,.
NC1CCC(Nc2nccc3[nH]c(-c4cccc(C(F)(F)F)c4)nc23)CC1 (stereo not drawn),-5,-1,-3
N#Cc1c(NC(=O)CSc2ncn[nH]2)sc2c1CCCCC2,0,-7,-8
COc1ccccc1/C=C/C=C1\N=C(c2ccccc2OC)OC1=O,-1,-7,.
CCOC(=O)C1(C)CCN1C(=O)c1cccc(C)c1C (stereo not drawn),-1,-14,.
CCOC(=O)N1CCN(CC(=O)N2N=C(c3ccccc3OC)CC2c2ccccc2Cl)CC1 (stereo not drawn),11,-9,-6
COc1c(C)cnc(CSc2nc3cc(S(=O)(=O)N4CCOCC4)ccc3n2CC2CCCO2)c1C (stereo not drawn),4,6,2
Cc1ccc(F)cc1NC(=O)N1CCN(CCCOC(c2ccc(Cl)cc2)c2ccc(Cl)cc2)CC1,0,-5,-6
COCCN(CC(=O)N(CCc1c[nH]c2ccccc12)Cc1ccccc1OC)C(=O)Nc1ccc(C)cc1C,2,9,-7
Fc1ccccc1-c1n[nH]c2c1CN(Cc1cccn1-c1nccs1)CC2,3,-9,.
COc1ccccc1Oc1cncnc1-c1ccc(OCc2ccccc2)cc1O,-6,-5,-10
CCN1CCN2CCCN(C(=O)/C=C/c3cn(Cc4ccccc4)nn3)C2C1=O (stereo not drawn),3,-7,.
Cc1ccc(Nc2nc(N3CCN(c4ccccc4)CC3)nc3nccnc23)c(C)c1,2,-7,.
COCC1CN(C(C)=O)CC12CCN(C(=O)CC1=CCCCC1)CC2 (stereo not drawn),.,-11,-6

# 3 entries picked at random from those above, as already listed:
SMILES,NPYLR7 agonist,hcGAS inh,mcGAS inh
CCOC(=O)C1(C)CCN1C(=O)c1cccc(C)c1C (stereo not drawn),-1,-14,.
CC(C1CC1)N(C)C(=O)C1Cc2ccccc2S1 (stereo not drawn),5,-7,.
Cc1ccc(Nc2nc(N3CCN(c4ccccc4)CC3)nc3nccnc23)c(C)c1,2,-7,.
